AMA1-RON2 inh = AMA1-RON2 (P. falciparum) interaction inhibition | AID 720542 | Potency, µM (titrated, usually from 58.2 µM), inactives show at the highest dose activity change, negative = inhibition, most hits filed as inhibitors | actives 0.2% (n = 360,000) | AlphaScreen AMA1-biotinylated RON2 peptide binding;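 note: potency is the fitted concentration of half-maximal effect; 0% = vehicle wells and -100% = peptide control; nearly all actives have a fitted effect of over 45% in size; some results filed as inactive show a strong effect at the top dose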
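AMA1 (3D7) with his tag at 25 nM final met compounds first, then biotinylated RON2 peptide at 25 nM; detection used donor plus acceptor beads, 10 µg/mL apiece, read by AlphaScreen after 30 min at room temperature.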
HCMV antiviral = blocks human cytomegalovirus replication; HFF cells, HCMV-luciferase reporter, 72 h; active compounds read low; actives 4.5% (n = 410,000); activity change, negative = inhibition, % at 57.5 µM; in the data active = activity change below about -60%; inconclusive = no clear call, values can overlap the other calls; inactive = above about -39%
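Screen run at 2 compound doses on HFFs infected with reporter HCMV, MOI 1 PFU/cell. Luciferase activity from cell lysates at 72 h post infection gave inhibition relative to buffer-only and Salinomycin wells.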
Giardia FBPA inh = Giardia lamblia aldolase inhibition; A8B2U2; purified Giardia FBPA; Potency, µM (series often up to 59.6 µM), without a hit: at the highest dose activity, negative = inhibition, actives largely listed as inhibitors; actives 0.71% (n = 290,000); note: potency is the fitted concentration of half-maximal effect; nearly all actives have a fitted effect of over 55% in size
Target sequence (A8B2U2 whole entry, looked up): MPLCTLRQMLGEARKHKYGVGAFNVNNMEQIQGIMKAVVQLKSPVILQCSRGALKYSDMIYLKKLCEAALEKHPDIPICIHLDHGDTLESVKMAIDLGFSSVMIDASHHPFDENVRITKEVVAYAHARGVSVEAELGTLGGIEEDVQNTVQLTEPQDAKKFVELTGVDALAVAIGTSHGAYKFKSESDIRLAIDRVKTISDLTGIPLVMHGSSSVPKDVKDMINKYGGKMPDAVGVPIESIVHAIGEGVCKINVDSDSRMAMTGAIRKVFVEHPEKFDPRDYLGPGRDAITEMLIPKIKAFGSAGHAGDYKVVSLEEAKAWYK
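Giardia FBPA (40 nM reagent) was preincubated 10 min at RT with compound (up to 57.5 uM final), then substrate plus GAPDH/TPI/NAD/arsenate coupling system with diaphorase/resazurin was added; resorufin fluorescence (525/598 nm) was read after 20 min.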
AmpC inh detg = blocks E. coli AmpC beta-lactamase in detergent assay; P00811; AmpC hydrolysis of nitrocefin, absorbance 480 nm, 0.01% Triton; Potency, µM (series often up to 114 µM), without a hit: top-dose activity change, negative = inhibition, most hits filed as inhibitors; actives 0.041% (n = 370,000);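 note: potency is the fitted concentration of half-maximal effect; 0% = no-compound wells and -100% = no-enzyme wells; nearly all actives have a fitted effect of over 25% in size; some results filed as inactive show a strong effect at the top dose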
Target sequence (P00811 whole entry, looked up): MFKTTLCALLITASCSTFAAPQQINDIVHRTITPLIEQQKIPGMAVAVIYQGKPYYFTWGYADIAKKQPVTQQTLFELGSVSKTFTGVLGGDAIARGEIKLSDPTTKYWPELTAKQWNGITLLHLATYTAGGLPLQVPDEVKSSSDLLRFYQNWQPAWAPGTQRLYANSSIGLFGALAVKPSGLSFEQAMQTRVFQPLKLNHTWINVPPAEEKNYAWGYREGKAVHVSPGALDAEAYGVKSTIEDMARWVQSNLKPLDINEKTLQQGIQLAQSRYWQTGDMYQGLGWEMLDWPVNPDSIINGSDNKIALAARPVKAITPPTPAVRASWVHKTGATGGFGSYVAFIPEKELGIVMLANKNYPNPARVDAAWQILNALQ
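AmpC (5.3 nM in the dispensed reagent) in 20 mM phosphate pH 7.0 with 0.01% (detergent screen) or 0.0001% Triton X-100 was preincubated with compounds for 15 min at room temperature. Nitrocefin was then added from an 800 uM solution, and hydrolysis was followed at 480 nm.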
Sm TGR inh = inhibitors of Schistosoma mansoni thioredoxin glutathione reductase; Q962Y6; purified TGR, DTNB reduction, TNB absorbance 405 nm; Potency, µM (series often up to 114 µM), inactives show top-dose activity change, negative = inhibition, usual class: inhibitors; actives 3% (n = 360,000); AID 485364; note: potency is the fitted concentration of half-maximal effect; nearly all actives have a fitted effect of over 60% in size
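TGR 20 nM + NADPH 100 uM (dispensed conc.), cpd preinc 15 min RT; start with NADPH (500 uM addition) then DTNB (15 mM addition). Kinetic TNB absorbance, 405 nm filter. Four-parameter Hill fit across titration.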
AmpC no deterg = inhibitors of E. coli AmpC beta-lactamase without detergent; Potency, µM (top dose mostly 57.1 µM), inactives show at the top dose activity change, negative = inhibition, usual class: inhibitors; actives 0.52% (n = 330,000); AmpC nitrocefin hydrolysis, absorbance 480 nm, 0.0001% Triton; AID 485341;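 note: potency is the fitted concentration of half-maximal effect; plate controls were no compound for no effect and no enzyme for full effect; nearly all actives have a fitted effect of over 20% in size; some results filed as inactive show a strong effect at the top dose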
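AmpC (5.3 nM in the dispensed reagent) in 20 mM phosphate pH 7.0 with 0.01% (detergent screen) or 0.0001% Triton X-100 was preincubated with compounds for 15 min at room temperature. Nitrocefin was then added from an 800 uM solution, and hydrolysis was followed at 480 nm.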
Active calls of the source: *; u = inconclusive; x = no result given; & = joins results of further samples; [ ] = dose if it differs, or a comment. Unless noted, calls come from the whole dose curve; as a rule, active = well fitted curve in the direction sought with a large enough effect; inconclusive = small, poorly fitted or top-dose-only effect, or another doubt; inactive = no such curve, though single readings can be large; an effect the other way counts as inactive or inconclusive. Unless noted, % is set by controls: 0 for no effect and ±100 for the full control effect.

mol | AMA1-RON2 inh | HCMV antiviral | Giardia FBPA inh | AmpC inh detg | Sm TGR inh | AmpC no deterg
COC(=O)Nc1ccc(S(=O)(=O)N2CCCC(C(=O)N3CCCCC3)C2)cc1 (stereo unspecified) | -6.4% | 25.5 | 6.2% | u | 12.2% | 5.1%
COC(=O)C1C(c2ccc(OC)cc2)C(C(=O)OC)S(=O)(=O)C(CCN2CCCCC2)S1(=O)=O (stereo unspecified) | -16.5% | 21.5 | -1.3% | u | 2.0% | -14.1%
CCOC(=O)C(=O)N1CCN(c2ccccc2OC)CC1 | -17.4% | 31.5 | 1.8% | -6.3% | -5.7% | -9.6%
COc1ccccc1-c1c(C(F)(F)F)oc2cc(OC(=O)c3cccc([N+](=O)[O-])c3C)ccc2c1=O | -11.5% | 17.8 | -2.9% | -1.1% | 3.6% | -30.9%
CCN(c1ccccc1)S(=O)(=O)c1ccc(C(=O)OC(C)C(=O)NCCC2=CCCCC2)cc1 (stereo unspecified) | 9.7% | -33.5 | -2.2% | -10.8% | -6.9% | 0.9%
COC(=O)c1ccccc1NC(=O)Cn1c(=O)n(-c2ccc(C)cc2)c(=O)c2ccccc21 | x | -62.0* | x | 6.5% | -0.8% | x
O=C(O)c1sccc1Oc1ccc(F)cc1[N+](=O)[O-] | -13.4% | -14.7 | 2.0% | 2.3% | -24.1% | -14.7%
O=C(CSc1nnc(CNC(=O)c2ccco2)o1)Nc1cccc(Cl)c1 | 14.2% | -34.8 | 12.6% | 2.6% | 2.7% | -14.4%
COc1ccccc1/C=C/C(=O)c1ccccc1 | 1.3% | 6.3 | -10.5% | -4.6% | u | -27.3%
COc1cc(C(=O)Nc2nnc(CC(C)C)s2)c([N+](=O)[O-])cc1OC | -0.1% | 34.1 | 5.1% | -2.6% | -3.5% | -0.2%

Arranged by molecular weight (descending): some entries from above
mol | AMA1-RON2 inh | HCMV antiviral | Giardia FBPA inh | AmpC inh detg | Sm TGR inh | AmpC no deterg
COC(=O)Nc1ccc(S(=O)(=O)N2CCCC(C(=O)N3CCCCC3)C2)cc1 (stereo unspecified) | -6.4% | 25.5 | 6.2% | u | 12.2% | 5.1%
O=C(O)c1sccc1Oc1ccc(F)cc1[N+](=O)[O-] | -13.4% | -14.7 | 2.0% | 2.3% | -24.1% | -14.7%
COc1ccccc1/C=C/C(=O)c1ccccc1 | 1.3% | 6.3 | -10.5% | -4.6% | u | -27.3%

Next results follow:
mol | AMA1-RON2 inh | HCMV antiviral | Giardia FBPA inh | AmpC inh detg | Sm TGR inh | AmpC no deterg
COC(=O)C1=C(C)N(C)C(C)=C(C(=O)OC)C1c1ccc(C(=O)OC)cc1 | 3.7% | 188.8 | 1.2% | u | 0.8% | 57.8%
Cc1ccccc1C(=O)NN1CCOCC1 | 0.7% | 23.8 | 2.3% | -8.7% | -8.5% | -21.9%
NNC(=O)c1ccc(COc2ccc3c(c2)CCC3)o1 | 63.9%[activator] | 35.4 | 0.0% | 2.4% | -12.3% | -12.4%
COc1ccc(OCC(=O)NCc2ccc3c(c2)CCN3C(=O)c2ccccc2)cc1 | x | 6.2 | x | -7.0% | -3.8% | x
CCCNC(=O)Cn1nc(-c2ccc(C)cc2)c2cnc3ccc(CC)cc3c21 | x | 21.0 | x | 2.4% | -11.4% | x
Cc1noc(NS(=O)(=O)c2ccc(NC(=O)CCC3CCCC3)cc2)c1C | 0.0% | -12.9 | u | -1.0% | 6.8% | -12.9%
Cc1ccc2nc(-c3ccc(NC(=O)CSc4ccccc4)cc3)[nH]c2c1 | u | u | 3.5% | -2.7% | -1.4% | -40.5%
CCOc1ccc(-n2nc3c(=O)n(CCN4CCCCC4)nc(C)c3c2C)cc1 | 1.7% | u | 6.5% | -8.3% | -3.2% | -29.7%
O=C(Cc1ccccc1)Nc1ccc2[nH]ncc2c1 | -0.8% | -5.9 | 5.0% | 2.2% | 1.1% | -26.4%
COc1ccc(-n2c(-c3ccccc3F)nc3c(cnn3-c3ccc(C)cc3)c2=O)cc1 | x | 10.0 | x | -0.7% | 8.1% | x
CS(=O)(=O)c1ccc(N2CCN(c3ccccn3)CC2)c([N+](=O)[O-])c1 | 7.4% | -9.7 | -0.6% | -10.3% | -19.1% | 14.6%
Cc1ccc(/C=C2\SC(N3CCCCC3)=NC2=O)cc1 | 1.4% | 49.7 | -5.4% | -8.3% | -24.0% | -5.0%
Cc1c(Cl)cccc1NC(=O)NCc1ccc(C)n1C | -7.5% | 5.1 | -14.5% | u | 35.5µM* | -12.9%
O=C(C1=NN(c2ccccc2)C2C(=O)N(c3ccc(Cl)cc3)C(=O)C12)c1ccccc1 (stereo unspecified) | 14.3% | -12.6 | 0.1% | -9.7% | -6.8% | -34.2%
Cc1ccc(CNC(=O)CC2Oc3ccc(Cl)cc3NC2=O)cc1 (stereo unspecified) | x | 0.2 | x | 23.2% | -10.3% | x
O=C(Cn1c(SCC(=O)N2CCCc3ccccc32)nc2ccccc21)N1CCCC1 | -15.6% | -29.2 | 3.8% | -6.6% | -19.1% | 19.1%
Cc1nn(-c2ccccc2)c(C)c1C(=O)OCC(=O)Nc1ccccc1F | 5.4% | 0.0 | x | -14.7% | -1.2% | 2.3%
CCCc1nc(-c2ccccc2)c(-c2ccc(OC)c(OC)c2)c(=O)[nH]1 | -9.4% | 45.8 | 9.5% | -0.8% | 8.3% | -13.7%
CC(C)(C)n1cc(C(=O)c2ccccc2OCCCF)cn1 | -3.7% | -5.1 | -1.8% | -4.3% | 8.4% | -4.8%
COCC(=O)N1CCCC(C(=O)c2ccc(C(F)(F)F)cc2)C1 (stereo unspecified) | 10.0% | -1.8 | 9.6% | u | -0.6% | 13.6%
CCOC(CNC(=O)c1ccc2nc(N3CCC(C)CC3)sc2c1)OCC | -8.0% | 57.8 | 3.8% | 0.6% | -1.3% | 63.5%[activator]
Cc1cccc(N2C(=O)SC(N(CC(=O)O)c3cccc(C)c3)C2=O)c1 (stereo unspecified) | 5.7% | 47.4 | 0.0% | -12.1% | -16.2% | -10.2%
O=C(NC1CCC(c2ccccc2)CC1)c1cccnc1 (stereo unspecified) | 0.0% | -8.1 | 9.0% | 3.4% | x | 1.8%
CCCCN(CC)CCCNC(=O)c1sc2nc(C)cc(C)c2c1-n1cccc1 | x | 18.1 | x | 19.5% | 3.8% | x
O=C(Cc1cccs1)Nc1ccccc1NC(=O)Cc1cccs1 | 8.1% | 8.3 | 5.7% | 9.6% | 2.6% | -21.4%
CCc1ccc(NC(=O)CN(c2cc(C)cc(C)c2)S(=O)(=O)c2c(C)[nH]c(=O)[nH]c2=O)cc1 | 2.2% | 10.1 | x | 3.6%&-7.0% | 0.6%&-6.1% | u
CN(C(=O)COC(=O)CN1C(=O)c2cccc([N+](=O)[O-])c2C1=O)c1ccccc1 | 0.0% | 27.6 | x | u | -25.5% | -3.3%
C/C(=N/NC(=O)CNC(=O)Cc1ccc(Cl)cc1)c1ccco1 | -12.1% | 8.0 | -2.6% | -4.4% | -5.6% | -30.9%
O=C(OCc1ccc(COC(=O)c2ccc(O)cc2)cc1)c1ccc(O)cc1 | -9.7% | x | 8.7% | -5.3% | 0.9% | -60.0%
COc1cccc(NC(=O)COC(=O)C2CC2)c1 | 8.6% | -0.4 | x | x | x | -8.4%
CCCN(CC(=O)Nc1cc(Cl)ccc1Cl)C(=O)/C=C/c1ccco1 | 10.6%[2.32 µM] | 6.1 | -16.6% | 4.5% | -31.7% | -3.1%
CC(NC(=O)Cn1cccc1C(=O)c1ccccc1)c1ccccc1 (stereo unspecified) | -8.8% | -39.4 | 0.8% | -3.1% | -4.7% | -17.2%
CCN(CC(=O)Nc1cc(S(=O)(=O)N2CCOCC2)ccc1C)Cc1ccccc1 | 31.7%[activator] | -13.1 | x | -14.6% | 4.1% | 116.6%[activator]
CCN1CCN(S(=O)(=O)c2c[nH]c(C(=O)OC)c2)CC1 | -0.6% | u | -6.1% | -1.6% | 7.2% | -7.0%
Cc1cccc(NC(=O)Cn2c(=O)n(CCc3ccccc3)c(=O)c3sc4ccccc4c32)c1 | x | -0.6 | x | 7.6% | 4.9% | x
O=C(O)c1ccc(/C=N/Nc2nc3ccccc3[nH]2)cc1 | 15.5% | 2.5 | 12.8% | 2.4% | -0.5% | -8.1%
Cc1ccc(C2=NS(=O)(=O)N(C)C(C(=O)Nc3cc(C)n(CC(=O)N4CCC(C)CC4)n3)=C2)cc1 | 84.0%[activator] | -12.5 | -5.7% | -2.6% | 4.2% | 75.2%[activator]
Cc1ccc(NC(=O)COC(=O)C2CC2)cc1Cl | 20.3% | 5.9 | x | -0.4% | -19.9% | -24.1%
O=C(CSc1nc2ccccc2s1)NC(=O)NCc1ccco1 | 0.1% | 78.6 | -7.8% | 11.3% | u | -37.6%
CCCCNC(=O)CCCn1c(=O)c2ccccc2n(Cc2ccc(Cl)cc2)c1=O | x | -5.2 | x | 9.8% | 4.8% | x
c1coc(CNC2CCCCCCC2)c1 | -3.5% | -28.3 | -15.6% | u | 0.0% | -10.4%
O=C(Cn1ccc([N+](=O)[O-])n1)Nc1ccccn1 | 7.9% | -22.0 | -1.2% | 8.0% | 3.6% | -2.8%
COCCNc1nc(SC)nc2sc3c(c12)CCN(C)C3 | 2.1% | -26.6 | -4.1% | 0.0% | 0.2% | -2.6%
COc1ccc(OCCC(=O)OCC(=O)Nc2ccc(Br)cc2)cc1 | 2.2% | 37.9 | 0.9% | -11.2% | -12.7% | -22.4%
Cc1ccc(C)c(CSC2=NCCN2S(=O)(=O)c2ccccc2)c1 | 2.8% | -38.0 | -24.0% | -2.5% | 12.3% | -1.3%
CCc1ccc(NC(=O)CSc2nc3c(oc4ccccc43)c(=O)n2-c2cccc(C)c2)cc1 | x | 5.9 | x | 8.2% | 7.4% | x
CC(C)N(Cc1ccccc1)C(=O)C1CCCN(c2ncnc3c2nc2n3CCCCC2)C1 (stereo unspecified) | 2.5% | -60.4* | x | 4.9% | -10.7% | 165.4%[activator]
CCOc1ccc(NC(=O)c2ccc(CC)s2)c([N+](=O)[O-])c1 | -12.6% | -33.6 | -0.1% | -13.5% | 2.7% | -25.8%
O=C(O)c1ccc(NCCC2=CCCCC2)c([N+](=O)[O-])c1 | -12.4% | -32.0 | u | 4.1% | 3.7% | -27.2%
O=C(N/N=C/c1cc([N+](=O)[O-])ccc1O)c1cccc2cc[nH]c12 | 44.9%[activator] | -80.3* | 8.6% | 10.1% | 12.9% | u

New compounds follow.
mol | AMA1-RON2 inh | HCMV antiviral | Giardia FBPA inh | AmpC inh detg | Sm TGR inh | AmpC no deterg
CN(C)c1cccc(-c2nnc(SCCCC#N)o2)c1 | 3.8% | 120.7 | -15.6% | -4.4% | 3.6% | 1.1%
COc1ccc(NC(=O)c2ccccc2N(Cc2ccccc2)S(C)(=O)=O)cc1OC | -1.3% | -3.3 | -1.9% | -4.6% | 3.9% | 2.7%
COc1ccc(C(CNC(=O)c2cccc(S(=O)(=O)Nc3ccc(C)cc3)c2)N2CCCCC2)cc1 (stereo unspecified) | -8.9% | 13.9 | x | -10.1% | -0.1% | 7.1%
O=C(NCCc1csc(-c2ccc(C(F)(F)F)cc2)n1)C(=O)Nc1cc(F)ccc1F | x | -34.1 | x | 1.6% | 45.1%[activator] | x

Screening data (PubChem)
